MazEF act = activators of E. coli MazEF toxin-antitoxin RNase, primary screen, biochemical, fluorescence, uHTS; 350,000 compounds, 0.32% hits; Endoribonuclease toxin MazF (Escherichia coli (strain K12)), P0AE70; FAM/BHQ RNA-DNA oligo cleavage fluorescence, 5 h; activation, % at 20 µM; in the data active means activation above about 50%
BoNT F protease = BoNT/F light chain protease inhibitors, primary screen, biochemical, flow cytometry, MLPCN library; Botulinum neurotoxin type F light chain protease (Clostridium botulinum); Multiplex microsphere protease cleavage assay; inhibition, % at 10 µM; 360,000 compounds, 0.22% hits; in the data active means inhibition above about 35%, passing the limit was not always enough; inconclusive means no clear call, values can overlap the other calls; further: plate controls were buffer without enzyme for full effect and enzyme alone for no effect
DUSP3 inh = VHR1 phosphatase inhibitors, primary screen, biochemical, absorbance, uHTS; Dual specificity protein phosphatase 3 (Homo sapiens), P51452; recombinant VHR phosphatase, pNPP absorbance; inhibition, % at 13.3 µM; 290,000 compounds, 0.52% hits; in the data active means inhibition above about 50%; further: some compounds called inactive have numbers as strong as hits
Target sequence (P51452 whole entry, looked up): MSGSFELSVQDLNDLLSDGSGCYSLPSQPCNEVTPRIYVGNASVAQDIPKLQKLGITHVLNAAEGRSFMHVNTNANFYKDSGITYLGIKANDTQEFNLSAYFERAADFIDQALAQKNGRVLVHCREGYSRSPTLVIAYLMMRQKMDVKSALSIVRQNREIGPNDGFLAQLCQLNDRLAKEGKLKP
FadD28 FP inh = inhibitors of FadD28 bisubstrate probe binding, primary screen, biochemical, fluorescence polarization, single point. AID 588549, 2011. 360,000 compounds, 0.22% hits. inhibition, % at 12.5 µM; in the data active means inhibition above about 8.5%, passing the limit was not always enough; inconclusive means no clear call, values can overlap the other calls
Mtb FBA inh = Mtb FBA enzyme inhibitors, primary screen, biochemical, fluorescence, strain H37Rv; purified M. tuberculosis FBA, fluorescence read-out; Fructose-bisphosphate aldolase (Mycobacterium tuberculosis (strain ATCC 25618 / H37Rv)), …; 360,000 compounds, 2.3% hits; inhibition, % at 1 µM; in the data active means inhibition above about 27%;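 further: 0% = vehicle and 100% = reference inhibitor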
Target sequence (P9WQA3 whole entry, looked up): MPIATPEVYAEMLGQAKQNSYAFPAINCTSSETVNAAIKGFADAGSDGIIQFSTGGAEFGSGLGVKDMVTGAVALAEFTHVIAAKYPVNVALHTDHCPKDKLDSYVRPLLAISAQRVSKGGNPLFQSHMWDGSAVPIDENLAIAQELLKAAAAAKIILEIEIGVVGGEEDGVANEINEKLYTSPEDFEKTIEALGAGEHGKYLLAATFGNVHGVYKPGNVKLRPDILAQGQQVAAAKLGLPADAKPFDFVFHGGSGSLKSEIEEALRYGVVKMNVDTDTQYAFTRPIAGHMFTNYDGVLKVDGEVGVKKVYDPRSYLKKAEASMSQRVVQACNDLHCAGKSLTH
UGM FP inh = M. tuberculosis UGM enzyme inhibitors, primary screen, biochemical, fluorescence polarization, single point; UDP-galactopyranose mutase (Mycobacterium tuberculosis (strain ATCC 25618 / H37Rv)), …; purified UGM, fluorescence polarization probe displacement; inhibition, % at 10 µM; 320,000 compounds, 0.06% hits; in the data active means inhibition above about 10%, passing the limit was not always enough; inconclusive means no clear call, values can overlap the other calls
GDH-TPI inh = GDH-TPI coupling enzyme inhibitors, primary screen, artefact control for M. tuberculosis FBA inhibitor project, biochemical, absorbance, full deck; 360,000 compounds, 1.2% hits; AID 588335, 2011; GDH-TPI coupled enzyme counterscreen, NADH absorbance; inhibition, % at 4.8 µM;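 further: 0% = DMSO wells and 100% = wells lacking the enzyme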
Rv3671c protease = Rv3671c serine protease inhibitors, primary screen, biochemical, fluorescence polarization, M. tuberculosis H37Rv. P9WHR9. inhibition, % at 5.96 µM. 320,000 compounds, 0.048% hits. AID 2606, 2010; in the data active means inhibition above about 38%;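 further: extracellular domain of Rv3671c used as enzyme; 0% = enzyme with DMSO and 100% = no enzyme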
Target sequence (P9WHR9 whole entry, looked up, the tested form may be a part): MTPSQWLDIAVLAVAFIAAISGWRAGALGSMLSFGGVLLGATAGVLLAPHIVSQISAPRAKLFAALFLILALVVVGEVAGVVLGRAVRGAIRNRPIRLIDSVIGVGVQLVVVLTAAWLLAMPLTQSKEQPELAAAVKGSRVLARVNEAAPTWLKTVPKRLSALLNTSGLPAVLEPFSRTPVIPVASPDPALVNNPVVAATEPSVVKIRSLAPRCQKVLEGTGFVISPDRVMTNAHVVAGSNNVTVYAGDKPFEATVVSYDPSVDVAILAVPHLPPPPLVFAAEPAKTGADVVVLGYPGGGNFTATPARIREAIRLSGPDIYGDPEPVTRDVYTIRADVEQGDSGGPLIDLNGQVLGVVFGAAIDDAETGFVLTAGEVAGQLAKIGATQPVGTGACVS
Mtb BioA inh = M. tuberculosis BioA enzyme inhibitors, primary screen, biochemical, plate reader, single point, HTS; 7,8-diaminopelargonic acid synthase BioA (Mycobacterium tuberculosis); purified M. tuberculosis BioA enzyme; inhibition, % at 9.99 µM; 360,000 compounds, 0.096% hits; AID 602481, 2012; in the data active means inhibition above about 40%; inconclusive means no clear call, values can overlap the other calls
CCHF vOTU inh = CCHFV vOTU protease inhibitors, primary screen, biochemical, Pep-AMC substrate, fluorescence; 370,000 compounds, 0.55% hits; Crimean-Congo hemorrhagic fever virus L polyprotein viral ovarian tumor (vOTU) protease …; inhibition, % at 11.5 µM; further: 0% = vehicle wells with enzyme and 100% = no enzyme wells
Numbers without * were called inactive; u = inconclusive; x = not tested or not shown. Unless noted, no stated cut-off is given here; in the data, active means inhibition above about 30%; inactive means the rest.

SMILES	MazEF act	BoNT F protease	DUSP3 inh	FadD28 FP inh	Mtb FBA inh	UGM FP inh	GDH-TPI inh	Rv3671c protease	Mtb BioA inh	CCHF vOTU inh
Cc1sc2ncnc(NC(C)C(=O)O)c2c1C (centres undefined)	-5	-1	3	0.0	5	-0.2	5	-1	x	20
CC(=O)c1coc2c1cc(O)c1ccccc12	8	3	14	-1.7	1	0.1	5	-13	0.6	0
Cc1ccc(CN2CCN(Cc3cn[nH]c3-c3ccccc3)CC2CCO)o1 (centres undefined)	0	-1	16	-0.5	6	0.5	-5	10	1.9	-2
CCOc1ccc(CN(C(=O)c2cc(=O)c3cc(C)cc(C)c3o2)C2CCS(=O)(=O)C2)cc1 (centres undefined)	4	-1	-14	-2.4	5	0.3	11	-15	0.2	25
O=C(CNC(=O)c1ccc(Br)cc1)NC1CC1	5	x	x	-0.2	6	-2.7	-1	-2	-0.4	-8
CN(Cc1c(F)cccc1Cl)C(=O)c1ccc(NC(=O)CC2SC(N3CCCCC3)=NC2=O)cc1 (centres undefined)	-4	x	x	-0.5	0	0.0	1	-5	0.3	7
COc1cc(-n2c(N)c(C(=O)NCc3ccco3)c3nc4ccccc4nc32)cc(OC)c1OC	-2	-1	-17	-0.7	14	0.8	12	-1	x	-13
COc1ccc(N(C)S(=O)(=O)c2ccc3c(c2)CC(C)N3C(=O)C2CC2)c(OC)c1 (centres undefined)	5	-5	23	-0.8	0	-4.6	-3	3	-0.4	11
COc1ccc2[nH]c3c(c2c1)CCN1C(=O)C(CC(=O)NCCCN(C)C)C[C@H](C(=O)N2CCCCC2)[C@@]31C (some centres undefined)	1	-6	x	-1.4	-1	x	1	x	0.9	-6
Cc1coc2cc3oc(=O)c(CCC(=O)NCC(=O)O)c(C)c3cc12	-1	-3	-7	x	28*	2.6	14	x	0.0	-15
CN(Cc1ccccc1)C(=O)CCS(=O)(=O)c1ccc2c(c1)oc(=O)n2C	10	1	12	-3.9	1	-0.1	-6	0	16	6
CC(=NC(C)C)C1=C(O)C(C)OC1=O (centres undefined)	-2	-8	6	-0.9	-3	1.6	5	-2	x	11
Nc1nc(Nc2cccc(F)c2)nc(NCCO)c1[N+](=O)[O-]	-17	u	12	-3.4	-5	0.5	15	0	-0.1	2
Oc1ccccc1CN1CCCC(N2CCc3ccccc3C2)C1 (centres undefined)	7	-6	6	-3.6	1	0.0	-5	-6	1.1	0
CCCC(=O)n1nc(-c2ccc(Cl)cc2)nc1SC	-22	1	0	-0.9	1	-0.9	11	-13	-1.3	-5
Cc1cccn2c(=O)c3cc(C(=O)NC4CCCC4)c(=N)n(CCc4ccccc4)c3nc12	-3	13	2	-1.4	63*	-1.6	5	5	-1.6	-27
CCN(CCCNS(=O)(=O)c1ccc2c(c1)CCN2C(C)=O)c1cccc(C)c1	2	-17	5	-2.8	-1	2.6	0	3	2.5	18
CC(C)(C)OC(=O)NCCc1nnc(SCc2c(Cl)cccc2Cl)o1	-3	u	5	0.2	2	0.1	4	9	0.3	15
Cc1ccc(NC(=O)N2CCC(NC(=O)c3cccc(F)c3)CC2)cc1	10	-3	2	-0.2	-2	0.5	-1	-3	-3.4	7
Cc1c(C(=O)N(C)C2CCCCC2)sc2ncnc(N3CCN(c4ccccc4F)CC3)c12	4	-6	9	-2.2	1	4.3	4	-7	-2.4	x

Sorted by molar mass (ascending): some entries from above
SMILES	MazEF act	BoNT F protease	DUSP3 inh	FadD28 FP inh	Mtb FBA inh	UGM FP inh	GDH-TPI inh	Rv3671c protease	Mtb BioA inh	CCHF vOTU inh
CC(=O)c1coc2c1cc(O)c1ccccc12	8	3	14	-1.7	1	0.1	5	-13	0.6	0
CCCC(=O)n1nc(-c2ccc(Cl)cc2)nc1SC	-22	1	0	-0.9	1	-0.9	11	-13	-1.3	-5
O=C(CNC(=O)c1ccc(Br)cc1)NC1CC1	5	x	x	-0.2	6	-2.7	-1	-2	-0.4	-8
Nc1nc(Nc2cccc(F)c2)nc(NCCO)c1[N+](=O)[O-]	-17	u	12	-3.4	-5	0.5	15	0	-0.1	2
Cc1coc2cc3oc(=O)c(CCC(=O)NCC(=O)O)c(C)c3cc12	-1	-3	-7	x	28*	2.6	14	x	0.0	-15
Cc1ccc(CN2CCN(Cc3cn[nH]c3-c3ccccc3)CC2CCO)o1 (centres undefined)	0	-1	16	-0.5	6	0.5	-5	10	1.9	-2
CCN(CCCNS(=O)(=O)c1ccc2c(c1)CCN2C(C)=O)c1cccc(C)c1	2	-17	5	-2.8	-1	2.6	0	3	2.5	18
Cc1cccn2c(=O)c3cc(C(=O)NC4CCCC4)c(=N)n(CCc4ccccc4)c3nc12	-3	13	2	-1.4	63*	-1.6	5	5	-1.6	-27
COc1cc(-n2c(N)c(C(=O)NCc3ccco3)c3nc4ccccc4nc32)cc(OC)c1OC	-2	-1	-17	-0.7	14	0.8	12	-1	x	-13
CN(Cc1c(F)cccc1Cl)C(=O)c1ccc(NC(=O)CC2SC(N3CCCCC3)=NC2=O)cc1 (centres undefined)	-4	x	x	-0.5	0	0.0	1	-5	0.3	7

(continued)
SMILES	MazEF act	BoNT F protease	DUSP3 inh	FadD28 FP inh	Mtb FBA inh	UGM FP inh	GDH-TPI inh	Rv3671c protease	Mtb BioA inh	CCHF vOTU inh
Cc1cc(Nc2ccc(N3CCOCC3)cc2)c2cccc(C)c2n1	20	-19	21	-2.4	0	1.9	14	-1	x	3
CCOC(=O)C1CCN(C(=O)COC(=O)C2CCN(S(=O)(=O)c3ccc4c(c3)OCCO4)CC2)CC1	-2	1	x	-1.1	6	-1.5	7	9	-0.1	2
CN(C(=O)c1ccc(NC(=O)Cc2cccc(NC(=O)C3CCCN(S(=O)(=O)c4cccc([N+](=O)[O-])c4)C3)c2)cc1)C1CC1 (centres undefined)	-7	-5	x	-0.1	0	x	4	x	-1.4	-7
CCc1nnc(NC(=O)CSc2nnc(CCc3nc4ccccc4[nH]3)n2C)s1	6	-2	28	-2.2	4	-1.7	-4	5	-1.2	-1
Nc1nc(N)c2[nH]c(=S)[nH]c2n1	3	-12	x	-0.2	-1	x	11	x	-2.0	-5
COc1cc2c(cc1OC)C(NC(=O)C(F)(F)F)CNC2=O (centres undefined)	4	-4	24	-1.1	-3	-0.8	15	3	x	5
COc1ccccc1OCCCCCCN1CCN(C)CC1	3	-4	x	-3.6	3	2.2	11	0	x	5
Cc1cc(NC(=O)CCCn2nc([N+](=O)[O-])cc2C)no1	0	-11	18	-2.6	-1	-1.0	6	-6	-1.0	2
CCOC(=O)c1ccc(NC(=O)COc2ccc(CNC3CCCCC3)cc2OC)cc1	18	-12	15	-3.1	-2	1.5	-10	4	x	5
O=C1C2CCCC1C(N1CCCCC1)CC2 (centres undefined)	3	x	18	-0.2	0	1.3	10	x	-2.9	-15
C[C@@H]1C(c2ccccc2)=NN(c2ccc(Br)cc2)[C@H]1C(=O)N1CCOC1=O	-7	-2	x	-1.5	16	x	14	x	-1.0	-13
CCC(CC)NC(=O)Nc1ccc(F)cc1F	-16	-4	26	-4.2	-2	-1.1	-2	-8	x	10
CCCc1cc(=O)[nH]c(=S)[nH]1	1	3	9	-1.7	-2	4.4	10	4	0.5	3
COc1ccc(C)cc1NC(=O)CCC(=O)Nc1ccc2nc(N3CCN(C)CC3)cc(C)c2c1	1	x	6	x	x	1.1	x	-9	x	x
O=[N+]([O-])c1ccc(-c2cn(-c3ccc(Cl)cc3)cn2)cc1	x	0	x	-0.1	0	x	x	x	x	3
Cc1ccc(C(=O)Nc2ccccc2C(N)=O)o1	0	-2	7	-1.8	0	2.1	16	2	-2.4	5
COc1ccc(C(C#N)c2ccc(=O)[nH]n2)cc1 (centres undefined)	-5	0	21	-3.8	-2	-0.6	-3	0	x	-13
COc1cccc(C(NC(C)=O)c2nc(-c3ccccc3OC)cs2)c1 (centres undefined)	x	-3	x	-1.7	-3	x	4	x	-1.0	6
CCCCn1c(N)c(N(Cc2ccccc2OC)C(=O)CC2OC(=O)c3ccccc32)c(=O)[nH]c1=O (centres undefined)	-4	-14	x	-3.0	-3	0.8	6	1	-2.0	7
FC(F)(F)c1cccc(NCc2cn3cccnc3n2)c1	0	-15	-11	-2.6	3	-0.4	3	7	x	x
COc1ccc(CNC(=O)C2=CC(c3ccc(C)cc3)=NS(=O)(=O)N2C)cc1	-2	1	-18	-1.3	-2	1.4	18	0	-0.1	16
COc1ccc(NC(=O)CSc2nnc(-c3ccccc3)n2Cc2ccco2)cc1OC	5	-7	28	-2.5	1	1.5	-12	-1	-1.6	2
COC(=O)c1ccc(/C=C2\Oc3ccccc3NC2=O)cc1	-10	-25	-2	-2.2	5	0.7	7	-11	-3.6	-18
COc1ccccc1-n1c(=O)c(C#N)c(-c2ccc([N+](=O)[O-])cc2)c2cc(C(=O)c3cc(F)ccc3O)cnc21	10	3	9	-0.2	-2	0.0	5	9	x	-7
O=S(=O)(c1ccc(F)c(F)c1F)N1CCN(C(=S)NCc2ccccc2)CC1	-11	-2	14	0.5	3	-2.0	5	-1	x	-7
CCCCc1n[nH]c(=S)n1Cc1ccc(Cl)cc1	3	4	20	-4.5	0	1.3	0	-5	x	13
CC(C)(CCC(=S)N1CCOCC1)C1CCCCC1	3	17	-15	0.0	0	-1.6	-12	-1	0.5	13
O=C(N/N=C/c1c[nH]c2ccccc12)c1cccc(Cl)c1	12	-10	16	2.7	-1	2.5	24	-10	0.5	26
CCOC(=O)CSCC(=O)Nc1cc(C)ccc1C	-1	-10	-1	0.6	0	1.7	6	-5	x	x
CCC(=O)Nc1ccc2c(c1)ncn2CCc1ccccc1	-3	4	x	-0.3	2	1.1	5	1	34	-5
Cc1cc(C)cc(-n2ncc3c2CCCC3NC(=O)c2cc(C)n(C)n2)c1 (centres undefined)	-17	5	24	-1.9	2	-1.0	11	-5	1.0	-4
CCN(CC)c1ccc(N=CN2CCOCC2)cc1	13	-154	13	-2.6	3	-0.2	1	3	0.3	10
COc1ccccc1COC(=O)Nc1c(C)nn(C)c1Cl	7	2	16	-2.7	1	3.9	4	0	-1.7	-5
COCCNC(=S)Nc1ccc2nsnc2c1	-2	0	0	0.1	6	-2.1	23	-3	-1.1	100*
COc1ccc(NC(=O)c2cncc(Br)c2)cc1S(=O)(=O)N1CCCCC1	-2	0	5	-5.2	-3	2.1	-2	7	-0.5	0
CN(C)c1ccc(CNCCC(Cc2ccccc2)c2ccco2)cc1 (centres undefined)	10	-6	15	-2.8	-3	1.5	-2	9	-0.5	4
O=C(CN1CCCN(Cc2ccc(F)cc2Cl)C1=O)NC1CCCCCCC1	-19	13	20	0.4	1	-1.6	9	1	0.7	-10
